Screens (PubChem BioAssay)
D2 antagonist: antagonizes the human D2 dopamine receptor | P14416 | HEK293 TREx D2 cells, calcium flux, dopamine EC80 | inhibition, % at 10 µM | 2% of 340,000 active | AID 485344; in the data active = inhibition above about 30%; note: 0% is about no effect
Target sequence (P14416 whole entry, looked up): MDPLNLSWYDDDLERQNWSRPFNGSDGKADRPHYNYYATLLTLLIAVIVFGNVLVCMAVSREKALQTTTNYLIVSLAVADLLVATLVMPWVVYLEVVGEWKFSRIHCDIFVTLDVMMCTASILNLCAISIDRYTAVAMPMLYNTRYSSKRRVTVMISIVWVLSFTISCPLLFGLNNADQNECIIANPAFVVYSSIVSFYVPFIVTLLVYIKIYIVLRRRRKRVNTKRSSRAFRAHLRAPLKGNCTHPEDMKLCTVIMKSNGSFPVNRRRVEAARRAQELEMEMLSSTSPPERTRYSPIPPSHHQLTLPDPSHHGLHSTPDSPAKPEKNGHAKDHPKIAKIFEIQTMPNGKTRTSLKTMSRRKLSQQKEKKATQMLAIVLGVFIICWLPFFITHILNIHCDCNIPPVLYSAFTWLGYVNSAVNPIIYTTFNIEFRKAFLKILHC
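HEK293 T-REx D2 cells, tet-induced, calcium dye no-wash. Cpd pintool add, 180 s kinetic, then EC80 DA, 180 s kinetic. Ca flux read.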
12-LOX inh: inhibitors of human 12S-lipoxygenase ALOX12 | purified 12hLO, xylenol orange hydroperoxide absorbance | AID 1671190 | Potency, µM (doses to about 108 µM), inactives show at the highest dose activity change, negative = inhibition, hits mostly inhibitors | P18054 | 1.1% of 580,000 active; note: potency is the fitted concentration of half-maximal effect; % is set by controls: 0 for no effect and ±100 for the full control effect
Target sequence (P18054 whole entry, looked up): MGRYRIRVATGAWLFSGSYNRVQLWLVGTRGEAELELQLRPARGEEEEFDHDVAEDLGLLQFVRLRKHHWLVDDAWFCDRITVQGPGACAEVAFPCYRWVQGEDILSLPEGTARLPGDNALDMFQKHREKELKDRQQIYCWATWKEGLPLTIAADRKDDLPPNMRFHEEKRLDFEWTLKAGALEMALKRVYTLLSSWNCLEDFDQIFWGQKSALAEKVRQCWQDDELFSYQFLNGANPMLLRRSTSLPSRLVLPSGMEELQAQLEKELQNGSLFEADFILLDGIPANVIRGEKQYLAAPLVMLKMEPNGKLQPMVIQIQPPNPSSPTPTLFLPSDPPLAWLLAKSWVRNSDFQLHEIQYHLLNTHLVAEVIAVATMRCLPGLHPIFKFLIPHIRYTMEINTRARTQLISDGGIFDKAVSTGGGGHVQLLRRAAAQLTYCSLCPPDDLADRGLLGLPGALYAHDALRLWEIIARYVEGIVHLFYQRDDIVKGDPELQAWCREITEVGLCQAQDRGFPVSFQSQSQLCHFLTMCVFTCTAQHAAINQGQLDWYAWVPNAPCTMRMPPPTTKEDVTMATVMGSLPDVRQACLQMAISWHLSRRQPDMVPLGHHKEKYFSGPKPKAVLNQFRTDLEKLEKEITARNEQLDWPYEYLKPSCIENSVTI
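Hydroperoxide product was detected by ferrous iron/xylenol orange as the 573 to 405 nm absorbance ratio. Arachidonic acid at 40 uM (final) was turned over for 30 min at room temperature by 150 nM human 12hLO, pH 7.0 Hepes buffer, after 15 min compound preincubation.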
RGS4 inhibitor: human RGS4 inhibition | P49798 | Transcreener GDP fluorescence polarization, RGS4-accelerated GTP hydrolysis | Potency, µM (top dose mostly 114 µM), for the others: at the highest dose activity change, negative = inhibition, hits mostly inhibitors | 0.039% of 390,000 active | AID 504845; note: potency is the fitted concentration of half-maximal effect; % is set by controls: 0 for no effect and ±100 for the full control effect; nearly all actives have a fitted effect of over 75% in size; some results filed as inactive show a strong effect at the top dose
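MLSMR compounds (23 nl, pin-transferred) preincubated 10 min at room temperature with a 500nM (2x) first reagent, then RGS4 at 900nM (2x) plus Transcreener GDP mix added; fluorescence polarization (620/688 nm) read before and after 90 min at 30 °C.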
ERG Ets-DNA blk: inhibitors of human ERG Ets domain-DNA interaction; fluorescence polarization, His-ERG Ets domain / labelled DNA; Potency, µM (highest dose often 76.9 µM), for inactives: top-dose FP activity, negative = inhibition, hits mostly inhibitors; 0.028% of 370,000 active; active = well fitted inhibition curve with a large enough effect in the polarisation, with a control signal flat; inconclusive = small, poorly fitted or top-dose-only effect, or effect the other way, or a change in a side signal; inactive = no such curve, though single readings can be large or run the other way; the % refers to the polarisation;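 note: polarization taken with two DNA probes labelled with fluorescein and Texas red; potency is the fitted concentration of half-maximal effect; % of control where 0% means no effect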
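His-tagged ERG Ets domain (1 uM in the protein solution; 300mM KCl, 50mM Tris-HCl, 1mM EDTA, 1mM DTT, pH 7.5) received compound, then a probe mix of 5 nM fluorescein-DNA and 100nM Texas-615-DNA. Fluorescence polarization was read for both dyes.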
LDHA block: LDHA (human) enzyme inhibition | purified LDHA, NADH/diaphorase-resazurin fluorescence; active compounds read low | 0.15% of 480,000 active | P00338 | activity change, % (values are at about 110 or 230 µM); in the data active = activity change below about -30%; inconclusive = mostly about -25% to -30%;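 note: plate controls were DMSO wells for no effect and wells without enzyme for full effect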
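LDH5 2 nM; NADH 0.06 mM, pyruvate 0.2 mM; 200 mM Tris pH 7.4, EDTA, Tween-20; 5 min RT. Detection: diaphorase 0.133 mg/mL + resazurin 37 µM, fluorescence ex540/em590 at 0 and 20 min; normalized to enzyme-free and DMSO wells.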
Vif-A3G inh: Vif-A3G binding inhibition; HeLa A3G-eYFP + Vif (tagged APOBEC3G with the HIV-1 protein that degrades it), YFP fluorescence, overnight; 0.076% of 410,000 active; Q9HC16; Potency, µM (titrated, usually from 46.1 µM), inactives show top-dose activity, negative = active, usual class: inhibitors;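 note: potency is the fitted concentration of half-maximal effect; % is set by controls: 0 for no effect and ±100 for the full control effect; nearly all actives have a fitted effect of over 60% in size; hits raise eYFP signal because A3G escapes Vif-driven loss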
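Read-out is eYFP fluorescence (Ex 488/Em 500-530) from Vif-expressing HeLa A3G-eYFP cells; more signal means A3G escaped Vif-mediated degradation. Cells plated overnight, compound pinned in, incubated overnight at 37 deg C.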
GRP78 ERSR act: ER stress response induction in glioma; 0.02% of 420,000 active; Potency, µM, without a hit: top-dose activation, most hits filed as activators; AID 602332; U87-MG GRP78 promoter luciferase reporter, 16 h; note: potency is the fitted concentration of half-maximal effect; series mostly up to about 76 µM; % of control where 0% means no effect; nearly all actives have a fitted effect of over 35% in size
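Stably transfected U87-MG human glioma cells carrying a GRP78-based luminescent sensor were seeded at 1000 cells/well, pin-dosed with compounds and incubated 16 h. Luciferase reagent was then added, and end-point luminescence was read after 10 min at room temperature.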
Vif-APOBEC3F blk: Vif-A3F binding inhibition | AID 602313 | 0.2% of 390,000 active | HeLa A3F-eYFP + Vif (tagged APOBEC3F with the HIV-1 protein that degrades it), YFP fluorescence increase | Potency, µM (series often up to 46.1 µM), inactives show top-dose activity, negative = active; note: potency is the fitted concentration of half-maximal effect; % of control where 0% means no effect; nearly all actives have a fitted effect of over 65% in size
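HeLa cells stably expressing Vif plus C-terminally eYFP-tagged A3F were seeded, incubated overnight at 37 deg C, dosed with compound, incubated overnight again at 37 deg C. Yellow fluorescence (Ex 488/Em 500-530) reported blocked Vif-mediated A3F-eYFP degradation.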
D2 ag: D2 dopamine receptor (human) agonism; activation, % at 2 µM; P14416; HEK293 T-REx D2 cells, calcium flux agonist mode; 0.53% of 340,000 active;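 active = activation over 3 SD above normal in the single-dose calcium agonist read, cut at about 30% in these data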; note: 0% is about no effect
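Calcium-flux readout, 1 cycle/sec over 180 s following compound pin transfer, in inducible HEK293 Trex D2 cells (force-coupled); dopamine controls included. Positive calcium responses during this window marked compounds as potential agonists.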
* hit, by the source's call; ? = inconclusive; / = not tested or not shown; & = joins results of further samples; [ ] = another dose, or the depositor's remark. Unless noted, calls come from the whole dose curve; as a rule, active = well fitted curve in the direction sought with a large enough effect; inconclusive = small, poorly fitted or top-dose-only effect, or another doubt; inactive = no such curve, though single readings can be large; an effect the other way counts as inactive or inconclusive. These rows are one share of the data (hit frequency here may not be typical).

The line under a structure holds: D2 antagonist	12-LOX inh	RGS4 inhibitor	ERG Ets-DNA blk	LDHA block	Vif-A3G inh	GRP78 ERSR act	Vif-APOBEC3F blk	D2 ag
#1 CN(C)c1cc(O)c(C(=S)Nc2ccccc2)c(N(C)C)c1
→ -3.3	-14.1%	-15.7%[11.4 µM]	-0.2%	24.0	-11.2%	2.5%	4.4%	0.1
#2 CCCOC(=S)NC(=O)c1sc2ccccc2c1Cl
→ 30.9*	0.0%	-23.4%	-7.4%	-2.2	0.8%	-1.8%	-12.9%	0.2
#3 CCOc1ccc(CN(C(=O)c2oc3cc(C)ccc3c2C)C2CCS(=O)(=O)C2)cc1 (stereo not drawn)
→ -37.1	-1.9%	-22.2%	-5.5%	-1.7	-19.7%	0.2%	-15.8%	0.2
#4 COC(=O)c1ccc(NC(=O)c2ccccc2NS(=O)(=O)c2ccccc2)cc1
→ 9.0	-3.8%	-1.5%	7.9%	-3.5	0.0%	-5.1%	-4.4%	2.2
#5 NC(=O)CC(NC(=O)Cc1ccc(Br)cc1)c1ccc(NCCc2ccccc2F)c([N+](=O)[O-])c1 (stereo not drawn)
→ 3.0	-14.7%	-45.5%	10.6%	-10.0	-8.1%	-4.2%	4.7%	0.4
#6 COc1ccccc1Cn1c(=S)[nH]c2cc(C(=O)NCCCN3CCOCC3)ccc2c1=O
→ -2.3	-22.0%	-16.2%[56.9 µM]	-10.3%	-1.0	-8.3%	-14.4%	-8.0%	0.4
#7 CN(C(=O)CCl)C1CCCc2ccccc21 (stereo not drawn)
→ -12.1	?	13.3%	-1.1%	4.8	?	-13.7%	-4.8%	0.2
#8 CCOc1ccc(C2SCC(=O)N2c2c(C)n(C)n(-c3ccccc3)c2=O)cc1 (stereo not drawn)
→ 1.0	0.0%	2.8%	-2.6%	-7.0	-5.5%	-3.7%	-1.9%	-0.6
#9 CC1=C(C(=O)O)N2C(=O)C(NC(=O)c3ccccc3Cl)C2SC1 (stereo not drawn)
→ -13.6	?	-8.5%	-2.2%	-1.8	-4.1%	-5.8%	-4.9%	0.3
#10 O=C(NNC1=C(C(=O)C(F)(F)F)CCC1)c1ccc(Br)cc1
→ 10.1	-14.4%	11.9%	/	-0.3	1.7%	1.9%	-1.6%	-0.4
#11 CCC(=O)Nc1cccc(NC(=O)c2ccc(C)cc2Cl)c1
→ 34.6*	-7.7%	-10.6%	-8.5%	-0.6	-4.1%	0.8%	3.7%	-2.0
#12 CCOc1ccc(-c2nnn(CC(=O)Nc3cc(OC)cc(OC)c3)n2)cc1OCC
→ -2.9	-13.1%[57.4 µM]	-1.9%	-8.4%	0.8	-7.5%	-6.0%	-1.8%	0.7
#13 Cc1cccc(N2CC(C(=O)Nc3nnc(SCC(=O)Nc4nccs4)s3)CC2=O)c1 (stereo not drawn)
→ 3.5	-9.8%	-20.7%	7.6%	-9.0	-0.3%	-3.3%	-11.0%	0.0
#14 NC(=O)c1cc(S(=O)(=O)N2CCN(c3ccc(F)cc3)CC2)cs1
→ /	-11.7%	4.4%	-1.3%	-9.5	6.2%	-1.5%	4.4%	-0.3
#15 CCCc1cc(=O)n2[nH]c(NCc3ccc(CC)cc3)nc2n1
→ /	-25.4%	16.8%	-2.3%	-7.9	1.0%	-1.7%	-1.2%	-0.2
#16 O=C(/C=C/[C@H]1O[C@@H](n2ccc(=O)[nH]c2=O)[C@H](O)[C@@H]1O)NC(c1ccccc1)c1ccccc1
→ /	-10.0%	/	/	-3.8	0.3%	-4.7%	/	/
#17 CCC(C(=O)Oc1c(C(C)C)cccc1C(C)C)c1ccccc1 (stereo not drawn)
→ -1.2	18.7%	12.0%	-5.1%	0.8	-2.5%	-4.3%	-6.3%	-0.5
#18 CCc1nc2c(OCc3ccccc3C)cccn2c1N(C)C(=O)C(C)C
→ /	?	/	/	-0.2	-1.6%	0.5%	/	/
#19 O=C(Nc1ccc(Br)cn1)c1cccc2ccccc12
→ /	0.0%	3.4%	-3.1%	-7.8	?	-0.2%	-5.9%	/
#20 N/C(=N\OC(=O)CC1CCCCC1)c1ccccn1
→ 1.1	4.1%	18.7%	/	-2.5	0.9%	-0.5%	-6.8%	-0.2
#21 Cc1nc(-c2ccc(Cl)cc2)sc1CCNC(=O)C(=O)Nc1ccccc1C#N
→ /	-23.2%	-43.5%	-10.0%	3.3	-0.1%	0.5%	1.9%	-0.7
#22 Clc1ccc(CSc2nncn2-c2ccccn2)cc1
→ 21.3	-4.9%	25.1%	-11.0%	-2.4	-4.7%	-1.8%	-1.5%	0.1
#23 Cc1ccc(CNC(=O)CCS(=O)(=O)c2cc3c(cc2Cl)NC(=O)CO3)cc1
→ 11.0	-17.2%&-18.8%	-53.8%[56.9 µM]	-3.3%&5.9%	-3.4&-5.1	0.4%&-1.7%	1.2%&-1.9%	2.9%&-1.6%	0.1&0.6
#24 O=C(NC(=S)N1CCN(c2ccc([N+](=O)[O-])cc2)CC1)c1ccc(F)cc1
→ /	?	-22.0%	-13.7%	-5.3	2.2%	1.5%	-3.0%	/
#25 Nc1nc(OCC(F)(F)F)cc(Oc2ccccc2F)n1
→ -7.3	?	15.5%	8.7%	5.4	4.8%	4.0%	-3.1%	-1.8
#26 Cc1c(Cl)cccc1NC(=S)N1CCC(C(N)=O)(N2CCCCC2)CC1
→ -9.4	0.3%	-17.6%	-6.4%	-5.3	-6.7%	-5.0%	-12.1%	3.9
#27 Cc1cccc(CCNC(=O)Cn2ncc3c(=O)oc4ccccc4c32)c1
→ /	0.0%	-9.9%	-8.6%	0.8	0.4%	-2.4%	1.7%	-0.5
#28 O=C(NCCNC(=O)c1ccccc1Cl)c1ccco1
→ -13.2	-3.5%	-5.9%	7.0%	-7.1	-0.9%	-5.3%	-0.7%	-2.7
#29 COc1ccc(CN(CC(=O)NCCC(C)C)C(=O)CCC(=O)Nc2nccs2)cc1
→ 8.6	-12.7%	7.2%	-1.3%	-11.2	0.8%	-3.0%	0.3%	-0.5
#30 COc1cccc(N2CCN(C(=O)c3cnc4c(-c5ccc(F)cc5)c(C)nn4c3C)CC2)c1
→ /	2.9%	-5.0%	1.2%	2.6	-4.6%	-3.6%	-0.1%	0.7

Single records, as listed above. Order of values: D2 antagonist | 12-LOX inh | RGS4 inhibitor | ERG Ets-DNA blk | LDHA block | Vif-A3G inh | GRP78 ERSR act | Vif-APOBEC3F blk | D2 ag
O=C(NCCNC(=O)c1ccccc1Cl)c1ccco1 across the screens: -13.2 | -3.5% | -5.9% | 7.0% | -7.1 | -0.9% | -5.3% | -0.7% | -2.7
CN(C(=O)CCl)C1CCCc2ccccc21 (stereo not drawn) across the screens: -12.1 | ? | 13.3% | -1.1% | 4.8 | ? | -13.7% | -4.8% | 0.2
O=C(/C=C/[C@H]1O[C@@H](n2ccc(=O)[nH]c2=O)[C@H](O)[C@@H]1O)NC(c1ccccc1)c1ccccc1 across the screens: / | -10.0% | / | / | -3.8 | 0.3% | -4.7% | / | /

The listing continues:
cpd | molecule | D2 antagonist | 12-LOX inh | RGS4 inhibitor | ERG Ets-DNA blk | LDHA block | Vif-A3G inh | GRP78 ERSR act | Vif-APOBEC3F blk | D2 ag
31 | COCCn1c(SCC(=O)N2CCCC2=O)nnc1-c1ccncc1 | / | -6.6% | / | / | -2.0 | -1.3% | -3.5% | 0.1% | /
32 | N#Cc1c(N)[nH]c(=S)c(C#N)c1-c1ccccc1 | -6.0 | ? | -24.8% | -18.9% | -1.3 | -0.4% | -3.1% | -3.5% | 0.1
33 | O=C(Cn1cnc2c(oc3ccccc32)c1=O)NCCc1ccccc1 | / | -29.9% | -25.6% | / | -10.3 | -0.8% | -4.1% | -9.5% | /
34 | O=C(N[C@@H](Cc1ccccc1)C(=O)OCc1ccccc1)c1nc[nH]c1C(=O)N1CCc2ccccc2C1 | -10.4 | -0.8% | -7.8% | 4.6% | 2.4 | 0.8% | -6.5% | 0.7% | -0.3
35 | Cc1cc(SCC(=O)Nc2ccc(O)cc2)n2nc(C)c(-c3ccccc3)c2n1 | 11.8 | 1.8% | 1.0% | 0.3% | -9.4 | -19.9% | -3.5% | -12.2% | -0.6
36 | CCCCCC(=O)N1C[C@@H](n2cc(COC(=O)c3ccccc3)nn2)[C@H](O)C[C@@H]1c1ccc(Cl)cc1 | / | -9.6% | / | / | -9.7 | -1.1% | 6.1% | -1.4% | /
37 | O=C(NCC1CCCO1)C1CCCN(c2ncccn2)C1 (stereo not drawn) | 5.0 | -26.4% | -4.1% | 6.3% | -3.6 | 1.3% | -1.2% | -17.1% | 0.6
38 | Cc1cc(C(=O)CN2C(=O)C(=O)N(Cc3ccccc3)C2=O)c(C)n1Cc1ccc(F)cc1 | -12.6 | -3.2% | 5.5% | -7.1% | -14.0 | 0.7% | 0.1% | -2.6% | 1.1
39 | COc1cc(CCC(=O)Nc2cc(C)cc(C)c2)cc(OC)c1OC | -17.0 | 1.8% | 4.8% | 5.6% | -3.1 | -4.8% | -1.4% | -3.0% | 2.0
40 | Cc1ccc(C(=O)/C=C/c2c[nH]c3ccccc23)cc1 | -0.1 | ? | 3.8% | / | 0.4 | -27.0% | 8.6% | -8.1% | 1.1
